H1N1 NS1A inhibition = NS1A inhibition, H1N1 influenza, cell based functional assay (AID 504329) | NS1A functional cell-based assay, percent inhibition; higher % means a stronger effect | inhibition, % at 12.5 µM; hits with a dose series show IC50 in µM | 0.3% of 340,000 active; in the data active = a potency from the dose series; inconclusive = inhibition above about 27% without an active follow-up result; note: strong numbers were not always called active
inhibitors of VEEV = inhibitors of VEEV TC-83 cytopathic effect, confirmation, Vero cells (AID 588727); one-dose inhibition, % at 20 µM; IC50 in µM for titrated hits; 0.13% of 350,000 active; Vero cells, VEEV TC-83 cytopathic effect inhibition; higher % means a stronger effect; in the data active = a potency from the dose series; inconclusive = inhibition mostly from about 14% at the one dose, without a potency; inactive = the rest, 99 in 100 with inhibition below about 12%; note: strong numbers were not always called active
M. tuberculosis = growth inhibition of non-replicating M. tuberculosis (AID 488890) | 0.39% of 320,000 active | Mycobacterium tuberculosis non-replicating, growth inhibition; higher % means a stronger effect | inhibition, % at 25 µM, or IC50 in µM where a hit was titrated; in the data active = a potency from the dose series; inconclusive = inhibition mostly from about 82% at the one dose, without a potency; inactive = the rest, 99 in 100 with inhibition below about 76%;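 note: plate controls were DMSO cells for no effect and high antibiotic wells for full effect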
PhoP GFP inhibition = PhoP regulon inhibitors, Salmonella typhi PhoP promoter GFP reporter, confirmatory (AID 1850). Salmonella Typhi PhoP-promoter GFP reporter, fluorescence, 4 h; higher % means a stronger effect. one-dose inhibition, % at 50 µM; IC50 in µM for titrated hits. 0.33% of 310,000 active; in the data active = a potency from the dose series; inconclusive = inhibition mostly from about 25% at the one dose, without a potency; inactive = the rest, 99 in 100 with inhibition below about 19%;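 note: 0% = induced wells with vehicle and 100% = uninduced wells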
M. tuberculosis HTS = M. tuberculosis growth inhibition, HTS (AID 449762) | M. tuberculosis H37Rv growth inhibition, 7H9 media; higher % means a stronger effect | 0.59% of 330,000 active | inhibition, % at 25 µM, or IC50 in µM where a hit was titrated; in the data active = a potency from the dose series; inconclusive = inhibition above about 70% without an active follow-up result;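 note: bacterial growth assessed after seven days of incubation; strong numbers were not always called active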
inhibitors of VEEV 10K pilot screen = also measured in inhibitors of VEEV; calls as there; inhibition, %; measured here: 10K pilot screen inhibition
Numbers without * were called inactive; i = inactive; ? = inconclusive; / = not tested or not shown. The order is random (roughly 1.5% active in at least one column).

SMILES | H1N1 NS1A inhibition | inhibitors of VEEV | M. tuberculosis | PhoP GFP inhibition | M. tuberculosis HTS | others
CCOc1cc(N2CCOCC2)c(OCC)cc1NC(=O)c1ccc(F)c(S(=O)(=O)N2CCOCC2)c1 | -0.6% | i | / | / | /
O=c1c2ccccc2nc(-c2ccccc2Cl)n1-c1ccc(O)cc1 | 0.8% | 4.2% | 11.0% | 2.2% | 1.0%
CC(CC(=O)Nc1ccc(S(=O)(=O)Nc2ncccn2)cc1)c1ccccc1 (stereo not given) | 9.6% | 0.6% | 18.7% | 5.4% | -1.7%
O=C(O)C1CCCN1S(=O)(=O)c1cc(Cl)ccc1Cl (stereo not given) | -5.8% | 0.7% | 9.9% | 2.2% | 2.6%
Cc1ccc(-c2c(C(=O)O)c3ccccc3[nH]c2=O)cc1 | -0.7% | 1.0% | -1.4% | 3.1% | 1.2%
COc1ccc(N/C=C2\C(=O)CCc3c2oc2cc(Cl)c(O)c(Cl)c32)cc1 | 4.4% | 0.6% | 9.1% | -26.7% | 0.3%
COc1cc(/C=C/CN2CCN(Cc3ccc(C)o3)C(CCO)C2)ccc1O (stereo not given) | 5.7% | 0.1% | 15.5% | 12.2% | 1.3%
O=C(CSCc1c(F)cccc1Cl)NCCc1ccccc1 | 3.2% | 0.9% | 31.3% | 6.3% | 3.8%
CCN(Cc1ccc(OC)c(F)c1)C(=O)CCl | -20.6% | ? | ? | -0.8% | ?
O=C(OCc1nnc(-c2ccc(Cl)cc2)o1)C12CC3CC(CC(O)(C3)C1)C2 | -2.4% | 2.2% | 31.9% | 3.1% | 7.2%
CN(C(=O)c1cccc(N2C(=O)C3CC=CCC3C2=O)c1)C1CCCCC1 (stereo not given) | 1.6% | i | 0.1% | -0.2% | -3.6%
Cc1c(C(=O)O)nn(-c2cccc(C(F)(F)F)c2)c(=O)c1C#N | -5.7% | 0.2% | 4.3% | 8.8% | 2.6%

Molecules listed so far that have a carbonyl joined to an NH by a bond outside any ring (three):
SMILES | H1N1 NS1A inhibition | inhibitors of VEEV | M. tuberculosis | PhoP GFP inhibition | M. tuberculosis HTS | others
CCOc1cc(N2CCOCC2)c(OCC)cc1NC(=O)c1ccc(F)c(S(=O)(=O)N2CCOCC2)c1 | -0.6% | i | / | / | /
CC(CC(=O)Nc1ccc(S(=O)(=O)Nc2ncccn2)cc1)c1ccccc1 (stereo not given) | 9.6% | 0.6% | 18.7% | 5.4% | -1.7%
O=C(CSCc1c(F)cccc1Cl)NCCc1ccccc1 | 3.2% | 0.9% | 31.3% | 6.3% | 3.8%

Continued.
SMILES | H1N1 NS1A inhibition | inhibitors of VEEV | M. tuberculosis | PhoP GFP inhibition | M. tuberculosis HTS | others
O=C(OCc1nc2ccccc2s1)c1cnccn1 | 6.5% | 0.5% | -4.3% | -5.1% | -1.4%
NC(=O)c1ccccc1N/C=C1\CCCCC1=O | 2.4% | 1.9% | -47.1% | 10.2% | -8.2%
CC(C)Cc1nc2oc3c(NCC(C)O)ncnc3c2c2c1CCCC2 (stereo not given) | -20.4% | 23.9% | 10.7% | -2.1% | 2.0%
COCC(=O)N(C)C[C@H]1N[C@@](Cc2ccccc2)(C(=O)OC)[C@H]2C(=O)N(Cc3ccccc3)C(=O)[C@@H]12 | -11.1% | 0.7% | -5.8% | / | -2.6%
CCCCN(C(=O)CSCC(=O)Nc1ccc(C)cc1)c1c(N)n(CC(C)C)c(=O)[nH]c1=O | -3.1% | 1.6% | 11.5% | / | -10.7%
COc1ccc(OC)c(Nc2nc(-c3sc(C)nc3C)cs2)c1 | 15.1% | 6.4% | -1.0% | -2.7% | 51.7µM*
CCc1ccc(Nc2n[n+](-c3ccccc3)c(-c3ccc(OC)c(Br)c3)s2)cc1 | 7.8% | 0.1% | 58.0% | -1.5% | 48.2%
Cc1cc(NS(=O)(=O)c2ccc(NC(=S)Nc3ccc(Cl)cc3C)cc2)no1 | -14.4% | 1.2% | ? | -9.7% | 4.2%
CC(C)(C)NC(=O)CSc1ccc(C(C)(C)C)cc1 | 1.3% | 1.9% | 8.5% | -2.5% | -21.9%
COc1ccc(/C=N/Nc2cc(C)nc3ccc(OC)cc23)c(OC)c1 | -6.1% | i | ? | 0.1% | 9.39µM*
COc1ccc(/C=C/C(=O)OCC(=O)NCCC2=CCCCC2)cc1OC | 5.3% | 1.1% | 41.3% | 3.6% | -2.3%
CC(OC(=O)/C=C/c1ccc2ccccc2n1)C(=O)N(C)c1ccccc1 (stereo not given) | -3.0% | 11.2% | 25.8% | / | -4.7%
CC1CCN(C(=O)CSc2nc3ncccc3[nH]2)CC1 | -1.7% | 3.1% | -6.4% | -22.0% | 7.6%
COc1ccc(-c2cc(C(=O)N3CCCCCC3)c3cc(C)ccc3n2)cc1 | -0.4% | 9.4% | 54.6% | -12.1% | ?
COc1ccccc1NS(=O)(=O)c1cc(NC(=O)c2cccc(S(=O)(=O)N(C)C)c2)ccc1N1CCOCC1 | 1.9% | 1.2% | / | / | /
CC(=O)n1cc(Nc2ccc([N+](=O)[O-])cc2)c2ccccc21 | 9.6% | 0.2% | 8.1% | 8.3% | 1.4%
O=C(NCC(c1cccs1)N1CCOCC1)c1ccccc1NS(=O)(=O)c1ccc(Cl)cc1 (stereo not given) | 4.3% | 1.4% | 2.5% | -1.7% | -6.8%
C/C(=N\n1nnnc1Nc1ccccc1)c1ccc(N)cc1 | / | / | -7.0% | 9.1% | 5.2%
O=C(CN1CCN(c2ccc(Cl)cc2)CC1)N1CCCC1 | -1.0% | 0.4% | 0.9% | -1.7% | -7.0%
Fc1ccc(CN2CCN3CCCC3C2C2CCCCC2)cc1F (stereo not given) | 0.9% | i | 31.3% | 5.6% | 3.5%
O=C(NCC1CCCN1S(=O)(=O)c1cccs1)c1cccc(Cl)c1 (stereo not given) | -4.5% | 3.0% | 38.9% | 1.7% | 12.6%
CCOc1ccc(C(=O)C[n+]2ccccc2C)cc1 | -9.9% | 0.8% | -21.2% | -10.0% | -4.6%
COc1cccc2c1O/C(=N\O)C(C(=O)Nc1cccc(C)c1C)C2 (stereo not given) | -0.6% | 0.3% | -9.0% | 9.9% | -2.4%
CC1=Nc2ccc(C)c3nc(C)cc(c23)N1c1ccc(C)cc1 | -4.8% | 2.6% | 20.3% | -14.2% | 13.1%
COc1ccccc1C(CCN(Cc1cccs1)C(C)=O)c1ccco1 (stereo not given) | 4.3% | i | 40.7% | -6.7% | 12.3%
CCC(=O)NCCc1nc2ccccc2[nH]1 | -5.0% | 0.2% | -6.3% | -8.3% | -7.0%
CC(C)c1ccc(N2C(=O)/C(=C/N(C)C)SC2=S)cc1 | -3.2% | 1.5% | 2.4% | -6.2% | 9.1%
Cn1c(CC2Sc3ccccc3NC2=O)nnc1SCC(=O)c1ccc(Cl)cc1 (stereo not given) | -14.8% | 1.3% | 35.8% | 4.4% | -13.5%
CCOc1ccc(NC(=S)N2CCc3cc(OC)c(OC)cc3C2COc2ccc3c(C)cc(=O)oc3c2)cc1 (stereo not given) | 5.1% | i | -10.7% | 2.7% | -9.0%
Cc1c(CNCCC2=CCCCC2)c(C(=O)O)c(C)n1Cc1ccccc1 | -7.7% | 1.1% | 9.6% | 13.9% | 4.3%
CC(C)(C)CC(=O)Nc1nnc(SCC(=O)N2CCCCC2)s1 | 3.6% | 1.0% | 3.6% | 27.2% | -2.9%
CC1CCCC(C)N1C(=O)Cn1cc(/C=C2/C(=O)Nc3ccccc32)c2ccccc21 (stereo not given) | 16.8% | 10.7% | 32.6% | -12.9% | ?
Cc1cccc(NS(=O)(=O)c2ccc(C(=O)N3CCC3)cc2)c1C | 0.1% | 0.2% | 5.1% | 3.2% | -11.2%
O=C(NCCOc1ccccc1)c1cc2ccccc2o1 | 2.1% | i | 46.0% | -9.2% | -12.1% | inhibitors of VEEV 10K pilot screen=0.8
Cn1nc(C(=O)Nc2nc3ccccc3[nH]2)ccc1=O | 0.8% | i | 4.9% | -0.4% | -1.6%
COc1ccccc1OCCCOc1ccc([N+](=O)[O-])cc1Cl | -8.1% | 4.6% | 20.4% | 2.9% | -4.1%

The last 2 records of the section above lead into the next.
SMILES | H1N1 NS1A inhibition | inhibitors of VEEV | M. tuberculosis | PhoP GFP inhibition | M. tuberculosis HTS | others
Cn1nc(C(=O)Nc2nc3ccccc3[nH]2)ccc1=O | 0.8% | i | 4.9% | -0.4% | -1.6%
COc1ccccc1OCCCOc1ccc([N+](=O)[O-])cc1Cl | -8.1% | 4.6% | 20.4% | 2.9% | -4.1%
CN(C)S(=O)(=O)n1cc(/C=C(\NC(=O)c2ccccc2Cl)C(=O)NCCCn2ccnc2)c2ccccc21 | 1.9% | 8.7% | 38.8% | 2.1% | 4.1%
CCO/N=C(\C)c1c(O)cc(C(C)C)n(-c2ccccc2)c1=O | 21.0% | 0.1% | 25.1% | -7.6% | 2.8%
Cc1ccc(N(CC(=O)N(C)Cc2ccccc2)S(C)(=O)=O)cc1C | 2.2% | 0.6% | -8.2% | 4.5% | -5.0%
CCOc1cccc(-c2c(C(=O)N/N=C(\C)c3cccs3)nnn2-c2nonc2N)c1 | -0.1% | 12.7% | 11.9% | -1.1% | -4.9%
Cc1c(C(=O)N2CCN(c3ccccc3)CC2)oc2c(Cl)cccc12 | 1.1% | 7.4% | 31.6% | / | 2.9%
CCCN1C(=O)c2ccccc2NC1c1ccc(OC)c(CSc2ccccn2)c1 (stereo not given) | 11.9% | 2.3% | 2.9% | 1.5% | -3.0%
COc1ccc(S(=O)(=O)NCCc2csc(C)n2)cc1C | 0.0% | 0.5% | -10.5% | 6.7% | -5.9%
Cc1ccc(COC(=O)c2cc(S(=O)(=O)N3CCOCC3)ccc2C)cc1 | -3.4% | 3.5% | / | / | -4.2%
CCOC(=O)c1cnn(CCOC(=O)c2ccccc2)c1NC(=O)c1ccccc1 | 1.0% | i | -19.2% | 3.1% | -14.0%
CCCCOC(=O)NS(=O)(=O)c1sc(CC(C)C)cc1-c1ccc(Cn2c(CC)nc3c(C)cc(C)nc32)cc1 | / | / | 46.3% | 1.7% | 26.4µM*
NC(=O)c1ccc(Cn2c(C(=O)c3ccc(Cl)cc3)c3ccccc3[n+]2[O-])cc1 | -0.2% | 1.1% | 9.4% | -6.1% | 2.0%
O=C(NCCN1CCOCC1)c1ccc(=O)n(Cc2ccc(Cl)cc2)c1 | -9.4% | i | -8.8% | 5.5% | -2.9%
O=C(CSc1ncn(-c2ccccc2)n1)Nc1nc(-c2ccccc2)cs1 | 3.6% | 3.0% | 13.4% | -1.4% | -2.0%
Cc1ccc(NC(=O)CSc2n[nH]c(C)c2[N+](=O)[O-])cc1 | 0.9% | 0.3% | -8.3% | 1.4% | -15.3%
COC(=O)CSc1nnc(-c2ccccc2OC)o1 | 1.6% | 1.9% | / | -8.9% | ?
Cc1ccc(C)c(-n2nnnc2Sc2nnnn2-c2ccccc2)c1 | -2.3% | 9.7% | 77.3% | -13.9% | 35.6%
Fc1ccc(C2N(c3ccccc3)C(=S)N3CCCN23)cc1 (stereo not given) | -21.2% | 4.1% | -7.4% | 2.8% | -10.6%
CCOC(=O)N1CCN(CC(=O)N2CCC(C(N)=O)CC2)CC1 | -9.3% | 0.8% | -2.9% | 14.7% | 2.6%
CC1(N2CCOCC2)CC2(O)C(=[N+]1[O-])CCc1nonc12 (stereo not given) | / | / | 0.5% | -0.4% | -1.3%
Cc1ccc(NC(=O)c2ccccc2-c2ccccc2C(=O)O)cc1C | -4.3% | 1.1% | 68.1% | -4.1% | 47.5%
Cc1cc(S(=O)(=O)N2CCN(c3c(C)cccc3C)CC2)ccc1F | -4.3% | 1.0% | 3.3% | 11.5% | -3.5%

Four entries already listed, ordered by length of the SMILES, rising.
SMILES | H1N1 NS1A inhibition | inhibitors of VEEV | M. tuberculosis | PhoP GFP inhibition | M. tuberculosis HTS | others
O=C(NCCOc1ccccc1)c1cc2ccccc2o1 | 2.1% | i | 46.0% | -9.2% | -12.1% | inhibitors of VEEV 10K pilot screen=0.8
COc1ccc(/C=N/Nc2cc(C)nc3ccc(OC)cc23)c(OC)c1 | -6.1% | i | ? | 0.1% | 9.39µM*
COc1cc(/C=C/CN2CCN(Cc3ccc(C)o3)C(CCO)C2)ccc1O (stereo not given) | 5.7% | 0.1% | 15.5% | 12.2% | 1.3%
CC1CCCC(C)N1C(=O)Cn1cc(/C=C2/C(=O)Nc3ccccc32)c2ccccc21 (stereo not given) | 16.8% | 10.7% | 32.6% | -12.9% | ?

Screening data as filed in PubChem BioAssay.
